VLA-4 antagonist – blocks LDV-FITC ligand binding to Mn2+-activated human VLA-4 integrin. Jurkat cells, LDV-FITC binding with Mn2+, flow cytometry; 100% = Mn2+-driven binding gain fully reversed. inhibition, % at 10 µM (by protocol). hit rate 0.2% among 24,000. AID 529;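 active = inhibition above 50%; inconclusive = compound itself fluorescent, judged against control cell fluorescence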;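 note: 0% = Mn2+ stimulated cells lacking compound and 100% = ligand binding without Mn2+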
Target sequence (P13612 whole entry, looked up): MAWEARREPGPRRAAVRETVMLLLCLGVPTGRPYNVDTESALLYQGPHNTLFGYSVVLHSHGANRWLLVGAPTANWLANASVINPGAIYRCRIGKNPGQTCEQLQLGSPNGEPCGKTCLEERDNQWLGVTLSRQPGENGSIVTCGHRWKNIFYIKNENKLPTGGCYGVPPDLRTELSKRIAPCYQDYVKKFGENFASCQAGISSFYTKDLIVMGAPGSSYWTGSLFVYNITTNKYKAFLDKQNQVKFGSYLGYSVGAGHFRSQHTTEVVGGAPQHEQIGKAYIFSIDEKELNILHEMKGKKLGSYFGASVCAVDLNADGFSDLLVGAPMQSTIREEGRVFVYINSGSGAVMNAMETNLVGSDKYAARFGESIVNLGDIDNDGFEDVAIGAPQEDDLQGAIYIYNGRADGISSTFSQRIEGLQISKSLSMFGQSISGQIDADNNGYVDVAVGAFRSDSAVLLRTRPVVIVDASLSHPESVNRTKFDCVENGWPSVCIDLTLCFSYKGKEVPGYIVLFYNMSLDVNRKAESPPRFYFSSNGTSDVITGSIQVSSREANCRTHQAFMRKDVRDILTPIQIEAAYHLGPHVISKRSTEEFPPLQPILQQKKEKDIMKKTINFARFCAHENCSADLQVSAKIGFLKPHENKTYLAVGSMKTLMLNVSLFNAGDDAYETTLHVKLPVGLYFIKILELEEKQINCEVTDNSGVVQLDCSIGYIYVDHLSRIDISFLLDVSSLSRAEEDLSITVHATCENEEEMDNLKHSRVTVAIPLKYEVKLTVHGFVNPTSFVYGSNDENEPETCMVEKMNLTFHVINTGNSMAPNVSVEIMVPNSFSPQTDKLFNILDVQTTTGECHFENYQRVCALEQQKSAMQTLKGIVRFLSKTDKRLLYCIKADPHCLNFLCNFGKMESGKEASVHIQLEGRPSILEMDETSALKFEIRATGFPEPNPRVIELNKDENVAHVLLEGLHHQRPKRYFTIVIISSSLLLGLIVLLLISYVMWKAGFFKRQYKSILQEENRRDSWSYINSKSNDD
LNCaP diff act – promotes differentiation of LNCaP prostate cells | flow cytometry side scatter, 4 d | side scatter shift, % at 10 µM | hit rate 0.56% among 24,000 | AID 795;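 active = side scatter shift above 30%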;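 note: androgen-responsive LNCaP prostate cancer cells in charcoal-stripped serum medium; percent of cells past a gate set so DMSO wells show 10% shift; higher shift means more granular cells and more differentiation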
Autofluor Jurkat – counter-screen for VLA-4 integrin: compound autofluorescence in Jurkat cells | flow cytometry; hits give high values; 1 = vehicle-only cell background | fluorescence ratio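 (tested at 10 µM compound in the well)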 | hit rate 0.61% among 24,000 | AID 576;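 active = fluorescence ratio above 2.44, which is 1 plus 3 SD of all ratios; inconclusive = signal too bright to measure linearly, ratio around 10 or more; inactive = fluorescence ratio below 2.44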;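 note: green fluorescence of cells measured with 488 nm excitation and 530 nm emission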
VLA-4 allo ag – allosterically activates the human VLA-4 integrin. P13612. Jurkat cells, LDV-FITC binding, flow cytometry. activation, % at 10 µM (by protocol). 24,000 tested, under 10 active. AID 528;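 active = fluorescent ligand binding to cells raised by more than 40% of the manganese-induced maximum; inconclusive = compound's own fluorescence above 85% of the ligand control signal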;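 note: 0% = ligand binding without compound and 100% = manganese-stimulated maximal binding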
The depositor's hits bear a star. A portion of the library; the hit share may differ from the screen's.

Screening CCOc1cc2[nH]c(=S)n(CC3CCCN3CC)c(=O)c2cc1OCC (stereo not drawn) returned VLA-4 antagonist -12, LNCaP diff act 2, Autofluor Jurkat 1 and VLA-4 allo ag 7.
CCOc1ccc(OCC)c(Nc2cc(C)nc3ncnn23)c1 was read as VLA-4 antagonist -6, LNCaP diff act 10, Autofluor Jurkat 1.1 and VLA-4 allo ag 3.
`CCC(C)(C(=O)NC1CCCC1)N(C(=O)c1ccccn1)c1ccccc1` (stereo not drawn) gave VLA-4 antagonist 6, LNCaP diff act 3, Autofluor Jurkat 1 and VLA-4 allo ag 3.
Screening CS(=O)(=O)N1CCN(c2ccccc2NC(=O)c2cccs2)CC1 returned VLA-4 antagonist -4, LNCaP diff act 4, Autofluor Jurkat 1.1 and VLA-4 allo ag -6.
`COc1ccc(-c2cc(N3CCCC3)n3ncnc3n2)cc1` gave VLA-4 antagonist inconclusive, LNCaP diff act 9, Autofluor Jurkat 1.1 and VLA-4 allo ag inconclusive.
For CCOc1ccc(NC(=O)CSc2nnc(Cc3cccn3C)n2-c2ccc(F)cc2)cc1 the results were VLA-4 antagonist inconclusive, LNCaP diff act 4, Autofluor Jurkat 1.3 and VLA-4 allo ag inconclusive.
For COC(=O)c1cc(S(=O)(=O)N2CCOCC2)ccc1Sc1ccccc1N the results were VLA-4 antagonist inconclusive, LNCaP diff act 10, Autofluor Jurkat 1.1 and VLA-4 allo ag inconclusive.
CCOC(=O)CN1CC23C=CC(O2)C(C(=O)Nc2ccc(OCC)cc2)C3C1=O (stereo not drawn) was read as VLA-4 antagonist -8, LNCaP diff act 5, Autofluor Jurkat 0.97 and VLA-4 allo ag 4.
`COC(=O)C1=C(N)Oc2cc(C)[nH]c(=O)c2C1c1cc(OC)c(OC)c(OC)c1` (stereo not drawn) gave VLA-4 antagonist -7, LNCaP diff act 6, Autofluor Jurkat 0.98 and VLA-4 allo ag -2.
Screening CCCCCCNC(=O)CCNC(=O)c1cc(OC)c(OC)c(OC)c1 returned VLA-4 antagonist -3, LNCaP diff act 8, Autofluor Jurkat 1.1 and VLA-4 allo ag 0.
Screening CN1CCCN(CC(O)COCc2cccs2)CC1 (stereo not drawn) returned VLA-4 antagonist -16, LNCaP diff act 4, Autofluor Jurkat 0.98 and VLA-4 allo ag -4.
`COc1cc(-c2nnc(SCC(=O)c3cc(C)n(CC4CCCO4)c3C)o2)cc(OC)c1OC` (stereo not drawn) gave VLA-4 antagonist -18, LNCaP diff act 16, Autofluor Jurkat 1 and VLA-4 allo ag 8.
For Cc1cccn2c(=O)c3cc(C(=O)NC4CCCC4)c(=N)n(C4CCCC4)c3nc12 the results were VLA-4 antagonist 9, LNCaP diff act 19, Autofluor Jurkat 1.2 and VLA-4 allo ag -3.
N#CCSc1nc2ccccc2c(=O)n1CCC(=O)NC1CCCCC1 was read as VLA-4 antagonist -13, LNCaP diff act 10, Autofluor Jurkat 0.95 and VLA-4 allo ag 7.
For CC(C)(C)SCCNC(=O)COc1ccccc1 the results were VLA-4 antagonist -10, LNCaP diff act 17, Autofluor Jurkat 1 and VLA-4 allo ag 0.
For COc1ccccc1CNC(=O)c1cc2c(=O)n(C)c3ccccc3c2n1C the results were VLA-4 antagonist -10, LNCaP diff act 17, Autofluor Jurkat 1.1 and VLA-4 allo ag 7.
`O=C(COc1ccc(Cl)cc1)NCc1nnc(SCC(=O)NCCc2ccccc2)o1` gave VLA-4 antagonist -25, LNCaP diff act 11, Autofluor Jurkat 0.78 and VLA-4 allo ag 16.
Cn1cccc1-c1nc2ccc(NC(=O)c3ccco3)cc2[nH]1 was read as VLA-4 antagonist -4, LNCaP diff act 6, Autofluor Jurkat 1.1 and VLA-4 allo ag 2.
COCCN1Cc2cccc(C(=O)NCc3ccc4c(c3)OCO4)c2C1=O was read as VLA-4 antagonist 5, LNCaP diff act 12, Autofluor Jurkat 1 and VLA-4 allo ag -2.
For CNc1oc(C)nc1S(=O)(=O)c1ccc(C)cc1 the results were VLA-4 antagonist 5, LNCaP diff act 14, Autofluor Jurkat 0.99 and VLA-4 allo ag -1.
For O=C1c2ccccc2C(Nc2ccc(S(=O)(=O)N3CCCCCC3)cc2)N1Cc1ccco1 (stereo not drawn) the results were VLA-4 antagonist 10, LNCaP diff act 10, Autofluor Jurkat 1 and VLA-4 allo ag -3.
Cc1cc(NC(=O)c2ccccc2Oc2ccccc2)no1 was read as VLA-4 antagonist 0, LNCaP diff act 7, Autofluor Jurkat 1 and VLA-4 allo ag -4.
For CCCNC(=O)c1ccc(CNc2c(N3CCC(C(=O)OCC)CC3)c(=O)c2=O)cc1 the results were VLA-4 antagonist 11, LNCaP diff act 5, Autofluor Jurkat 0.95 and VLA-4 allo ag 4.
`O=C(Nc1ccc(Cl)cc1F)C1CCN(S(=O)(=O)c2cccnc2)CC1` gave VLA-4 antagonist -15, LNCaP diff act 10, Autofluor Jurkat 1 and VLA-4 allo ag 0.

3 records drawn at random from those above:
For O=C1c2ccccc2C(Nc2ccc(S(=O)(=O)N3CCCCCC3)cc2)N1Cc1ccco1 (stereo not drawn) the results were VLA-4 antagonist 10, LNCaP diff act 10, Autofluor Jurkat 1 and VLA-4 allo ag -3.
Cc1cc(NC(=O)c2ccccc2Oc2ccccc2)no1 was read as VLA-4 antagonist 0, LNCaP diff act 7, Autofluor Jurkat 1 and VLA-4 allo ag -4.
`O=C(COc1ccc(Cl)cc1)NCc1nnc(SCC(=O)NCCc2ccccc2)o1` gave VLA-4 antagonist -25, LNCaP diff act 11, Autofluor Jurkat 0.78 and VLA-4 allo ag 16.

Remaining list, next part:
CCOc1ccc(C2CC(=O)NC3=C2C(=O)CCC3)cc1 (stereo not drawn) was read as VLA-4 antagonist 15, LNCaP diff act 5, Autofluor Jurkat 1.1 and VLA-4 allo ag -1.
COc1cccc(-c2nc(CS(=O)(=O)CC(=O)NCc3ccccc3)c(C)o2)c1 was read as VLA-4 antagonist 12, LNCaP diff act 18, Autofluor Jurkat 1 and VLA-4 allo ag -2.
Screening Cc1ccsc1C1C(C(=O)O)c2ccccc2C(=O)N1C (stereo not drawn) returned VLA-4 antagonist inconclusive, LNCaP diff act 14, Autofluor Jurkat 1.1 and VLA-4 allo ag inconclusive.
Screening N#CC1=C(N)Oc2cc(O)ccc2C1c1ccncc1 (stereo not drawn) returned VLA-4 antagonist -14, LNCaP diff act 3, Autofluor Jurkat 1.3 and VLA-4 allo ag -2.
CC1CC(C)CN(CCCNC(=O)Cc2c(C(=O)O)[nH]c3ccccc23)C1 (stereo not drawn) was read as VLA-4 antagonist -13, LNCaP diff act 1, Autofluor Jurkat 0.96 and VLA-4 allo ag 5.
`Cc1ccc(CCNS(=O)(=O)c2cnc[nH]2)cc1` gave VLA-4 antagonist 11, LNCaP diff act 4, Autofluor Jurkat 1 and VLA-4 allo ag 0.
Screening Cc1ccc2nc(-c3cccc(-c4nc5ccc(C)cc5o4)n3)oc2c1 returned VLA-4 antagonist -13, LNCaP diff act 12, Autofluor Jurkat 1.1 and VLA-4 allo ag 2.
For COc1ccc(NC(=O)CCCCn2c(=O)[nH]c3ccccc3c2=O)cc1 the results were VLA-4 antagonist -3, LNCaP diff act 4, Autofluor Jurkat 1.1 and VLA-4 allo ag -3.
Screening CCOC(=O)N1CCC(NC(=O)Cn2cc3c(n2)CCC(C)C3)CC1 (stereo not drawn) returned VLA-4 antagonist -6, LNCaP diff act 10, Autofluor Jurkat 1.1 and VLA-4 allo ag 1.
`COc1ccc(NC(=O)C2CCCN2S(=O)(=O)c2ccc(F)cc2)cc1` (stereo not drawn) gave VLA-4 antagonist 8, LNCaP diff act 8, Autofluor Jurkat 1 and VLA-4 allo ag -1.
Screening CCOc1cc2[nH]c(=O)n(CC3CCC(C(=O)NCCC(C)C)CC3)c(=O)c2cc1OCC (stereo not drawn) returned VLA-4 antagonist 60*, LNCaP diff act 16, Autofluor Jurkat 1.1 and VLA-4 allo ag -26.
COc1ccc(N(CC(=O)Nc2ccccc2SC)S(C)(=O)=O)cc1OC was read as VLA-4 antagonist -24, LNCaP diff act 16, Autofluor Jurkat 1 and VLA-4 allo ag 1.
`CCC(=O)NCCSc1c[nH]c2ccccc12` gave VLA-4 antagonist -10, LNCaP diff act 14, Autofluor Jurkat 1.1 and VLA-4 allo ag -3.
`CCOC(=O)c1ccc(NS(=O)(=O)c2cnc[nH]2)cc1` gave VLA-4 antagonist 14, LNCaP diff act 3, Autofluor Jurkat 1 and VLA-4 allo ag -13.
O=C(NCc1cccnc1)c1ccc(CS(=O)(=O)c2ccc(Br)cc2)o1 was read as VLA-4 antagonist 0, LNCaP diff act 4, Autofluor Jurkat 0.99 and VLA-4 allo ag 3.
For Cn1c(=O)cc(OCCCC(=O)NC2CCCC2)c2ccccc21 the results were VLA-4 antagonist 11, LNCaP diff act 3, Autofluor Jurkat 1 and VLA-4 allo ag 5.
`Cc1ccccc1S(=O)(=O)Cc1ccc(C(=O)N2CCN(C3CCCCC3)CC2)o1` gave VLA-4 antagonist inconclusive, LNCaP diff act 11, Autofluor Jurkat 1.1 and VLA-4 allo ag inconclusive.
Cc1cc(C)c2c(=O)n(CC(=O)NCCCN3CCOCC3)sc2n1 was read as VLA-4 antagonist -20, LNCaP diff act 8, Autofluor Jurkat 1.3 and VLA-4 allo ag 6.
`COc1ccc(NC(=O)Nc2nnc(N3CCCCC3C)s2)cc1OC` (stereo not drawn) gave VLA-4 antagonist 2, LNCaP diff act 10, Autofluor Jurkat 1.1 and VLA-4 allo ag -6.
Screening CCn1cc(C(=O)NCCN(C)CCc2ccccc2)c(=O)c2cc(S(=O)(=O)N(C)C)ccc21 returned VLA-4 antagonist -3, LNCaP diff act 15, Autofluor Jurkat 1 and VLA-4 allo ag -5.
`COCc1cc(C)nc2sc3c(=O)n(Cc4ccco4)nnc3c12` gave VLA-4 antagonist 5, LNCaP diff act 5, Autofluor Jurkat 1.1 and VLA-4 allo ag -1.
CCOC(=O)C1=C(C)Nc2nc(SC)nn2C1c1ccc(C(=O)OC)cc1 (stereo not drawn) was read as VLA-4 antagonist -2, Autofluor Jurkat 1 and VLA-4 allo ag -8.
Screening N#Cc1cc2c(nc1SCC(=O)N1CCCCC1)CCCC2 returned VLA-4 antagonist -30, LNCaP diff act 7, Autofluor Jurkat 0.92 and VLA-4 allo ag 12.
Screening COC(=O)CSc1nnc(-c2ccc(OC)cc2OC)o1 returned VLA-4 antagonist 4, LNCaP diff act 10, Autofluor Jurkat 1.1 and VLA-4 allo ag 2.
`CC1Cc2nc(SCC(=O)Nc3ccc4c(c3)OCCO4)n(C)c(=O)c2S1` (stereo not drawn) gave VLA-4 antagonist -12, LNCaP diff act 0, Autofluor Jurkat 0.85 and VLA-4 allo ag 8.
Screening O=C(NC1CCCCC1)C1CC(O)CN1C(=O)OCc1ccccc1 (stereo not drawn) returned VLA-4 antagonist 6, LNCaP diff act 11, Autofluor Jurkat 1 and VLA-4 allo ag 2.
Screening O=C(NC(c1ccccc1)c1ccccc1)C1CCCN(S(=O)(=O)c2cnc[nH]2)C1 (stereo not drawn) returned VLA-4 antagonist 7, LNCaP diff act 4, Autofluor Jurkat 1.1 and VLA-4 allo ag -6.
Screening Cc1nc2nc[nH]n2c(=O)c1NC(=O)CC12CC3CC(CC(C3)C1)C2 returned VLA-4 antagonist -16, LNCaP diff act 7, Autofluor Jurkat 1 and VLA-4 allo ag 4.
For O=C(CCC(=O)N1CCN(S(=O)(=O)c2ccccc2)CC1)c1cccs1 the results were VLA-4 antagonist -25, LNCaP diff act 9, Autofluor Jurkat 1.2 and VLA-4 allo ag 5.
`COc1ccccc1N1CCN(C(=O)CCCn2c(=O)[nH]c3ccsc3c2=O)CC1` gave VLA-4 antagonist 10, LNCaP diff act 14, Autofluor Jurkat 1.1 and VLA-4 allo ag 5.
Screening O=C(NC1CCCCC1)c1cccnc1C(=O)O returned VLA-4 antagonist 0, LNCaP diff act 7, Autofluor Jurkat 1.1 and VLA-4 allo ag 10.
CCCS(=O)(=O)N1CCC(C(=O)NC2CCCCC2C)CC1 (stereo not drawn) was read as VLA-4 antagonist -14, LNCaP diff act 8, Autofluor Jurkat 1 and VLA-4 allo ag 7.
`O=C(CCNS(=O)(=O)c1cccc2nsnc12)NC1CCCc2ccccc21` (stereo not drawn) gave VLA-4 antagonist inconclusive, LNCaP diff act 11, Autofluor Jurkat 1.4 and VLA-4 allo ag inconclusive.
Screening Cc1ccc2c(c1)C(O)(CC(=O)c1ccc3c(c1)OCO3)C(=O)N2 (stereo not drawn) returned VLA-4 antagonist -7, LNCaP diff act 25, Autofluor Jurkat 1.1 and VLA-4 allo ag 2.
For COC(=O)c1cc(-c2ccc(Br)cc2)n[nH]1 the results were VLA-4 antagonist -13, LNCaP diff act 2, Autofluor Jurkat 1 and VLA-4 allo ag 4.
Screening O=C(c1ccc(CS(=O)(=O)c2ccc(Br)cc2)o1)N1CCCC1 returned VLA-4 antagonist inconclusive, LNCaP diff act 6, Autofluor Jurkat 0.97 and VLA-4 allo ag inconclusive.
CCOC(=O)Nc1ccc(C)cc1Br was read as VLA-4 antagonist 17, LNCaP diff act 4, Autofluor Jurkat 0.92 and VLA-4 allo ag 3.
`CCOC(=O)Cc1csc(NC(=O)CSc2nnc(C(C)C)n2CC)n1` gave VLA-4 antagonist -19, LNCaP diff act 13, Autofluor Jurkat 1 and VLA-4 allo ag 3.

Assay outcomes deposited in PubChem BioAssay by NMMLSC.
